High-throughput results: PubChem, National Center for Advancing Translational Sciences (NCATS)
D1 agonist: human D1 receptor agonism; P21728; HEK293 T-REx D1 cells, calcium flux, agonist mode; activation, % at 2 µM; 1% of 360,000 active; AID 504660; in the data active means activation above about 30%; further: 0% is about no effect
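Inducible HEK293 T-REx D1 cells, force-coupled to calcium signalling, were plated at 4000 cells/well with tetracycline and held overnight at 30 C. After no-wash calcium dye loading, compound-evoked calcium rise over 180 s flagged agonists.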
Vif-APOBEC3G blk: Vif-A3G binding inhibition; Q9HC16; HeLa A3G-eYFP + Vif (tagged APOBEC3G with the HIV-1 protein that degrades it), YFP fluorescence, overnight; Potency, µM (titrated, usually from 46.1 µM), for inactives: at the highest dose activity, negative = active, actives largely listed as inhibitors; 0.076% of 410,000 active;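 further: potency means the concentration at half of the fitted maximal effect; on the % scale 0 is the no-effect control and ±100 the full control effect; nearly all actives have a fitted effect of over 60% in size; hits raise eYFP signal because A3G escapes Vif-driven loss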
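Read-out is eYFP fluorescence (Ex 488/Em 500-530) from Vif-expressing HeLa A3G-eYFP cells; more signal means A3G escaped Vif-mediated degradation. Cells plated overnight, compound pinned in, incubated overnight at 37 deg C.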
RXFP1 agonist: activates the human relaxin receptor RXFP1; Potency, µM (highest dose often 57.5 µM), inactives show top-dose activation, most hits filed as activators; HEK293T-RXFP1 cAMP TR-FRET, 30 min; response scale: percent of porcine relaxin response, buffer zero; Q9HBX9; 0.3% of 370,000 active; further: potency means the concentration at half of the fitted maximal effect; on the % scale 0 is the no-effect control and ±100 the full control effect; nearly all actives have a fitted effect of over 60% in size; many of its hits are not listed in these tables
Target sequence (Q9HBX9 whole entry, looked up): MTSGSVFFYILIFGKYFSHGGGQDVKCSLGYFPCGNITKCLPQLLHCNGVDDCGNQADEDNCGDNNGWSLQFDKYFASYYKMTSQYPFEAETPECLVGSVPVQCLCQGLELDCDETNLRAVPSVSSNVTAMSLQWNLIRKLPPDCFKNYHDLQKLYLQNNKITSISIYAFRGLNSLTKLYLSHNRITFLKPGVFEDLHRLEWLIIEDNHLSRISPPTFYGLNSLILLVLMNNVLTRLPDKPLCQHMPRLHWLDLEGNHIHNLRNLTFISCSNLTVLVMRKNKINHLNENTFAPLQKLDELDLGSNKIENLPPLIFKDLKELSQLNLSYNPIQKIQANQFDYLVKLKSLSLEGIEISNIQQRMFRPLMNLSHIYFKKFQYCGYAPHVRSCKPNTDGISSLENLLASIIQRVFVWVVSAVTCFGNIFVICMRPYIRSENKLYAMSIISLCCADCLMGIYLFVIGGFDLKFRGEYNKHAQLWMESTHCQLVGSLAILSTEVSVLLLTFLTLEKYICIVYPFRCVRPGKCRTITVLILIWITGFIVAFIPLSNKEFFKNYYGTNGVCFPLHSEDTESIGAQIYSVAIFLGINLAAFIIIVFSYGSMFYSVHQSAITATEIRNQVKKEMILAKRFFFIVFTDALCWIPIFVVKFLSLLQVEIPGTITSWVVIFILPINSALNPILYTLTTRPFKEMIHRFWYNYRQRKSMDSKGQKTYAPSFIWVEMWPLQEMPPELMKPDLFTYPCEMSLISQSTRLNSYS
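cAMP rise read by TR-FRET after 30 min, 37C compound exposure (up to 58 uM) in RXFP1-transfected HEK293 cells with Ro 20174 present. EC50 from Hill-equation fits, with 29 nM porcine relaxin as 100% and buffer as basal.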
D1 antag: human D1 dopamine receptor antagonism. P21728. HEK293 TREx D1 cells, calcium flux, dopamine EC80; stronger effect = lower value. activity change, negative = inhibition, % at 10 µM. 3.2% of 360,000 active. AID 504652; in the data active means activity change below about -30%; further: on the % scale 0 is the no-effect control and ±100 the full control effect
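Cells carrying a force-coupled, tetracycline-inducible human D1 receptor report calcium flux. Each well gets a 10 s baseline, compound with 180 s monitoring, then an EC80 dopamine stimulus with a second 180 s kinetic read.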
D2 PAM: positively modulates the human D2 dopamine receptor allosterically; potentiation, % at 10 µM; 0.34% of 340,000 active; P14416; HEK293 T-REx D2, calcium flux, EC20 dopamine potentiation;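 active means potentiation over 3 SD above the plate norm, cut at about 30% in these data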; further: 0% is about no effect
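Tetracycline-induced HEK293 T-REx cells force-coupled to calcium signalling expressed D2; compounds were pin-added after a 10 s baseline, read kinetically 180 s, then an EC20 dopamine challenge followed with a further 180 s calcium read.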
RXFP1 antag: antagonists of human relaxin receptor RXFP1; AID 1259400; 0.59% of 350,000 active; HEK293-RXFP1, relaxin-stimulated cAMP HTRF, 30 min; stronger effect = lower value; activity change, negative = inhibition, % at 57.5 µM;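 active means activity change of -60% or lower, but not beyond a set lower limit; inconclusive means change between -60% and -40%, or beyond the set limit; inactive means change above -40%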; further: on the % scale 0 is the no-effect control and ±100 the full control effect
GRP78 ERSR act: induces the endoplasmic reticulum stress response in human glioma cells; U87-MG GRP78 promoter luciferase reporter, 16 h; AID 602332; 0.02% of 420,000 active; Potency, µM, for the others: at the top dose activation, most hits filed as activators; further: potency means the concentration at half of the fitted maximal effect; series mostly up to about 76 µM; % of control where 0% means no effect; nearly all actives have a fitted effect of over 35% in size
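Stably transfected U87-MG human glioma cells carrying a GRP78-based luminescent sensor were seeded at 1000 cells/well, pin-dosed with compounds and incubated 16 h. Luciferase reagent was then added, and end-point luminescence was read after 10 min at room temperature.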
Vif-A3F inh: Vif-A3F binding inhibition. HeLa A3F-eYFP + Vif (tagged APOBEC3F with the HIV-1 protein that degrades it), YFP fluorescence increase. Potency, µM (highest dose often 46.1 µM), for inactives: top-dose activity, negative = active. 0.2% of 390,000 active. AID 602313; further: potency means the concentration at half of the fitted maximal effect; % of control where 0% means no effect; nearly all actives have a fitted effect of over 65% in size
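HeLa cells stably expressing Vif plus C-terminally eYFP-tagged A3F were seeded, incubated overnight at 37 deg C, dosed with compound, incubated overnight again at 37 deg C. Yellow fluorescence (Ex 488/Em 500-530) reported blocked Vif-mediated A3F-eYFP degradation.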
D1 potentiator: potentiators of human D1 dopamine receptor | HEK293 TREx D1 cells, calcium flux, dopamine EC20 potentiation | potentiation, % at 10 µM | 0.036% of 360,000 active | AID 504651; in the data active means potentiation above about 30%; further: 0% is about no effect
* marks the source's active call; other numbers are inactive results; ? = inconclusive; nt = not tested or not shown; & = joins results of further samples. Unless noted, the call rests on the fitted dose curve; in most records, active means well fitted curve in the direction sought with a large enough effect; inconclusive means small, poorly fitted or top-dose-only effect, or another doubt; inactive means no such curve, though single readings can be large; an effect the other way counts as inactive or inconclusive. Some of the compounds tested. The share of hits here may be higher or lower than overall.

SMILES | D1 agonist | Vif-APOBEC3G blk | RXFP1 agonist | D1 antag | D2 PAM | RXFP1 antag | GRP78 ERSR act | Vif-A3F inh | D1 potentiator
Cc1ccc(NC(=O)CC2(CC(=O)O)CCCC2)c(C)c1 | 0.7 | -0.1% | -2.1% | -5.8 | 7.0 | -4.0 | -2.8% | 7.5% | -2.1
COc1ccccc1NS(=O)(=O)c1cc2c(cc1Cl)NC(=O)CO2 | 0.4 | -5.1% | 0.7% | -11.4 | -8.5 | -3.9 | -4.9% | -7.7% | -3.2
Cc1nnc2c(NC3CCCC3)nc3ccccc3n12 | 9.3 | -2.4% | 13.6% | nt | 1.0 | -11.9 | 2.6% | -19.0% | -4.5
CCNC(=O)CC1C(=O)N(C)C(=S)N1NC(=O)c1ccc(Cl)cc1 (stereo not given) | 2.0 | 0.6% | 1.4% | 11.0 | 3.2 | -3.2 | -3.5% | -5.6% | 8.5
CC1(C)Cc2ccccc2-c2nc(NN)[nH]c(=O)c21 | 2.3 | -1.9% | -1.5% | 11.7 | -0.2 | -3.4 | 5.0% | 1.3% | -2.5
Brc1ccc2nc(-c3ccccc3)c(Nc3ccc4c(c3)OCO4)n2c1 | -1.8 | -0.6% | -0.8% | 12.0 | 3.9 | nt | -1.3% | -6.9% | -1.6
COc1ccc(Cn2c(C(=O)O)c(CNC3CCCCCC3)c3ccc(OC)cc32)cc1 | 1.5 | -6.2% | 3.8% | 9.5 | 5.6 | nt | -1.0% | -6.5% | 1.1
O=Cc1c(N2CCN(c3cccc(Cl)c3)CC2)nc2ccccn2c1=O | 0.4 | 0.4% | 4.9% | -43.5* | -0.1 | 9.0 | -4.7% | 8.3% | -5.8
COc1ccc(NC(=O)CCSc2nc(C)cs2)cc1 | 2.1 | -6.3% | -0.2% | -22.0 | 10.7 | -17.8 | 0.1% | 10.1% | -5.6
COc1ccc(Nc2ncc3c(n2)CC(c2ccc(OC)cc2)CC3=O)cc1 (stereo not given) | 1.3 | 0.7% | 1.2% | 4.9 | nt | -2.5 | 0.1% | 0.1% | -6.5
CCOC(=O)c1nc(Nc2ccc(C(=O)OCC(C)C)cc2)c2ccccc2n1 | -0.6 | nt | 5.5% | -15.6 | -3.4 | -5.8 | nt | nt | 1.9
COc1ccc(Cn2c(C)c(C)c(C#N)c2NC(=O)Nc2ccccc2)cc1 | 1.6 | 0.2% | 2.2% | -8.3 | 2.9 | -6.8 | -4.5% | ? | -5.0
O=C(OCC(=O)N1CCCCC1)c1cccc(NS(=O)(=O)c2ccccc2)c1 | 6.4 | 0.5% | -0.2% | -8.5 | -1.7 | 3.8 | 0.5% | -3.2% | -5.9
CCCCNC(=O)c1nnn(-c2ccccc2)c1N | -1.2 | 1.3% | 2.4% | -20.6 | 3.6 | -3.1 | -7.3% | 6.4% | -0.7
Cc1nn(C)c(Oc2ccccc2)c1CCNC(=O)CC(C)C | 11.1 | 2.5% | -2.7% | -7.4 | 8.7 | -18.1 | -1.2% | 0.0% | 0.3
COc1ccc(C[C@H]2CN3C(=NC[C@@H]3C(C)C)N2CCNC(=O)c2ccc(C)c(Br)c2)cc1 | 30.4* | 3.3% | -1.4% | 0.3 | -19.7 | nt | -4.2% | -15.3% | -3.0
CCOC(=O)C1(Cc2cccc(Cl)c2)CCCN(C(=O)CCC(=O)N(C)C)C1 (stereo not given) | 0.5 | 0.6% | -2.2% | -2.7 | 5.4 | 11.2 | -3.2% | 0.3% | -0.6
O=S(=O)(NCc1ccccc1)c1ccc(NC(=S)NCc2ccco2)cc1 | 25.0 | -0.1% | 1.2% | -25.3 | nt | 11.5 | -1.8% | 9.7% | -12.0
COc1cc(C(=S)N2CCCCC2)ccc1O | 2.9 | 1.4% | 1.2% | 2.2 | -4.3 | -22.0 | -2.4% | -2.3% | 0.5
CCCCC(CC)CNC(=O)C(Cc1ccccc1)NS(=O)(=O)c1ccc2c(c1)CCC(=O)N2 (stereo not given) | 4.6 | 1.0% | -0.6% | 0.9 | nt | -9.9 | -2.0% | 0.6% | 1.4
C=C(C)CN=CC1(C)CCC(C)=CO1 (stereo not given) | nt | -0.3% | nt | nt | nt | -5.7 | -1.6% | ? | nt
O=C(c1ccccc1)c1cc(-c2ccccn2)c(N2CCOCC2)s1 | 1.4 | -0.9% | 14.4% | 5.9 | nt | -2.9 | -2.3% | 10.1% | -1.4
CCOc1ccccc1NCc1cc(=O)oc2cc(C)c(O)cc12 | 15.0 | -3.3% | 11.6% | 12.0 | 10.4 | -17.6 | -2.9% | -1.1% | -4.4
CC(C)CC(=O)Nc1nnc(S(=O)(=O)N(CC(C)C)c2ccccc2)s1 | -0.1 | 1.6% | 1.9% | 1.5 | 3.3 | 1.0 | -4.2% | -8.9% | 2.5
CC(C)CC1(C)NC(=O)N(CC(=O)Nc2ccc(F)c(F)c2F)C1=O (stereo not given) | nt | 2.7% | nt | nt | nt | 6.1 | -2.1% | 4.5% | nt
COc1ccc(OCc2nnc(NC(=O)Nc3ccccc3F)s2)cc1 | 1.1 | -7.4% | 0.0% | -2.4 | -2.1 | -6.1 | -3.1% | 7.7% | -3.0
CC(=O)CC(=O)Nc1ncccn1 | 3.0 | 1.9% | -0.1% | 3.5 | -5.5 | 12.5 | 1.1% | -16.5% | -3.4
Cc1nc2ccc(NC(=S)NC3CCCCC3)cc2nc1C | 1.1 | 1.2% | 8.8% | -20.2 | -4.3 | 0.1 | -2.3% | 8.1% | -5.8
CC(C)(C)OC(=O)N1CCC(C(=O)N2CCC[C@H]2C(=O)O)CC1 | 2.3 | -0.9% | 1.4% | 5.1 | 5.9 | 8.6 | -3.4% | -0.1% | 3.0
CC(=O)NC(Nc1c(C)n(C)n(-c2ccccc2)c1=O)C(Cl)(Cl)Cl (stereo not given) | 0.5 | 2.5% | -0.4% | -7.3 | 4.5 | 0.9 | -1.9% | -1.4% | -0.7
O=C(CNC(=O)c1ccc2c(c1)S(=O)(=O)N=C1CCCCCN12)Nc1ccc(F)c(F)c1 | 5.0 | -6.2% | 2.0% | -5.4 | -6.4 | -1.5 | -3.0% | 9.0% | -4.2
CCOc1cc(C(=O)O)ccc1OCCOc1ccccc1 | 4.0 | -0.4% | -0.8% | 1.9 | 1.2 | -1.7 | -0.6% | 3.5% | -9.2
COCCCn1c(SCC(=O)c2ccccc2)nc2ccccc2c1=O | 3.3 | 0.0% | 5.0% | 5.7 | -0.4 | -14.1 | -5.8% | -28.8% | -2.8
COc1cccc(CNC(=O)c2cc(S(=O)(=O)N3CCCCC3)c[nH]2)c1 | 6.8&-1.2 | -2.4%&-1.5% | -0.3%&0.3% | 8.3&10.9 | -5.2&1.7 | -9.3 | -0.2%&0.3% | 5.3%&0.6% | -7.5&-4.2
Cc1nc2ccc(-c3nc4ccc(N)cc4[nH]3)cc2[nH]1 | 0.9 | -4.9% | ? | 9.3 | -1.3 | -0.2 | -7.7% | 3.4% | -1.7
O=C(CSc1nccn1Cc1ccc2c(c1)OCO2)Nc1ccccc1F | 0.9 | 1.8% | 0.9% | 0.6 | -5.8 | -1.4 | -3.4% | 1.0% | -4.8
Cc1cc(SCCOc2ccc(Br)cc2)nc(N)n1 | 2.2 | 3.2% | -1.3% | 0.5 | -0.5 | -19.3 | -0.6% | 1.0% | -2.0
COc1ccccc1CCCNC(=O)C1CCC(=O)N(CCN2CCOCC2)C1 (stereo not given) | 1.5 | -5.7% | -3.2% | -2.1 | -15.5 | 0.5 | 0.8% | 2.8% | 0.8
COC(=O)c1ccccc1C(=O)c1ccc2c(c1)NC(=O)CO2 | 2.7 | 0.2% | 2.2% | -21.4 | -8.4 | -13.6 | -4.4% | 0.0% | -1.9
COc1ccccc1CNC(=O)C(=O)c1cn(CC(=O)N2CCOCC2)c2ccccc12 | 1.3 | -9.1% | 0.8% | 1.6 | -1.1 | -2.1 | 9.6% | 0.5% | -0.8
CC(=O)c1ccc(OCC(O)CN2CCN(Cc3ccccc3)CC2)cc1 (stereo not given) | 4.0 | -2.9% | -0.3% | -4.0 | -3.1 | nt | -4.0% | -0.5% | -4.0
c1ccc(Sc2ccccc2CN2CCCC2)cc1 | nt | -0.2% | nt | nt | nt | -11.8 | -4.7% | -2.6% | nt
COC(=O)c1ccccc1NC(=O)c1ccc2nc(Cc3ccccc3)oc2c1 | 4.2 | -3.0% | 0.8% | -2.2 | 3.4 | -5.5 | -2.9% | 0.0% | 3.5
COc1ccc(NC(=O)NC2(C(=O)N3CCCC3)CCCCC2)cc1 | 0.8 | -1.2% | 1.1% | -7.3 | 10.2 | -21.9 | -0.1% | 4.4% | -1.1
Cc1cc(=O)n(CC(=O)NC2CC2)c2c1c(C)nn2-c1ccccc1 | 1.7 | 0.1% | 1.5% | -0.7 | 17.3 | 6.5 | -2.3% | -3.4% | 0.0
CCOC(=O)C1(CC2CC2)CCN(C(=O)c2cc(OC)nc3ccccc23)CC1 | 3.1 | -3.0% | 0.1% | -16.1 | 2.8 | 2.7 | 6.5% | 3.3% | -3.2
Cn1c(COc2nnc(-c3ccc(Cl)cc3)c3ccccc23)nc2ccccc21 | -0.6 | 1.7% | -1.3% | 4.7 | -2.1 | -11.1 | -5.1% | -2.3% | -1.4
Cc1ccc(CN(Cc2ccco2)C(=O)COc2ccccc2C)cc1 | 7.2 | -1.2% | -0.2% | -1.3 | -8.8 | nt | 1.1% | 6.0% | 1.2
CC(=O)c1cccc(NC(=O)C(C)OC(=O)/C=C/c2cccs2)c1 (stereo not given) | 9.2 | -28.0% | 0.5% | 2.9 | -7.3 | -6.7 | -5.2% | -9.9% | 1.5
CCCS(=O)(=O)N1CCN(C(=O)CCC2CCCC2)CC1 | 5.4 | 3.6% | 0.9% | -3.9 | -5.6 | 7.0 | 1.4% | -1.0% | -5.3
COc1ccc(NC(=O)CSc2nc(-c3ccc(OC)cc3)[nH]c2-c2ccc(F)cc2)cc1 | -1.5 | -5.2% | 0.5% | -23.5 | -15.4 | -20.2 | -3.6% | -11.5% | -2.5
